# Bioassay records as filed in PubChem BioAssay.
# Pf Dd2 inh – P. falciparum Dd2 growth inhibitors, primary screen, SYBR Green fluorescence, single dose replicates; AID 1159554, 2015; 94,000 compounds, 2.3% hits; activity change, % at 10 µM; 72 h; hits give low values; in the data active = activity change below about -80%; inconclusive = no clear call, values can overlap the other calls
# C diff HTS – C. difficile growth inhibitors, primary screen, HTS; AID 1259249, 2017; Clostridium difficile clinical isolate growth, OD600, 24 h; hits give low values; 86,000 compounds, 0.25% hits; growth activity, negative = inhibition, % at 16 µg/mL (by protocol);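 active = mean growth activity at or below -80% and every replicate also at or below -80%; inconclusive = mean at or below -80% but some replicate above -80%; inactive = mean growth activity above -80%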;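 note: 0% = DMSO wells and -100% = levofloxacin 16 µg/mL wells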
# KDM4C inh – inhibitors of GASC-1 (KDM4C) histone demethylase, primary screen, biochemical, single concentration HTS | AID 720574, 2013 | 96,000 compounds, 0.15% hits | Lysine-specific demethylase 4C (Homo sapiens), Q9H3R0 | GST-KDM4C 2-372, H3K9me3 peptide, LANCE TR-FRET | inhibition, % at 12.5 µM;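 active = mean replicate inhibition above about 25%, with at least 55% of replicates also reaching it, limit read from the data, passing the limit was not always enough; inconclusive = only one of those two conditions met; inactive = neither condition met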
# Target sequence (Q9H3R0 2-372 limits assumed): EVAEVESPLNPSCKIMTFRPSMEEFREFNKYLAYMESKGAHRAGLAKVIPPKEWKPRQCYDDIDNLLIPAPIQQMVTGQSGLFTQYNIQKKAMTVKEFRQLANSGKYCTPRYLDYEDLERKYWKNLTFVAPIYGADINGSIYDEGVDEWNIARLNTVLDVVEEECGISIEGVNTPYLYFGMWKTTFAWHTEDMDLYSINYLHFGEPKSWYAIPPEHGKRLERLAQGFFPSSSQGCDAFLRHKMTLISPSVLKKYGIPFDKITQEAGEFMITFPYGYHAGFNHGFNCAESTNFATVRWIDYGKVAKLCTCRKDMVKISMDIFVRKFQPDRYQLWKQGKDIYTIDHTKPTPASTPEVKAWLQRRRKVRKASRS
#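 System: N-terminal GST-fused human GASC-1 (KDM4C) fragment, residues 2-372; amount: enzyme final amount 10 nM; incubation: reaction 30 min RT, detection step 1 h RT; medium: HEPES buffer, pH 7.5, plus ascorbate; technique: LANCE TR-FRET, Eu antibody, ULight-streptavidin, EDTA, ex 340 nm, em 618/671 nm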
# T cruzi growth – T. cruzi intracellular proliferation inhibitors, primary screen, cell-based, beta-gal Tulahuen parasites, NIH3T3 host, luminescence; inhibition, % at 8.34 µM; T. cruzi beta-gal in NIH3T3, GalScreen luminescence, 90 h; AID 624255, 2012; 77,000 compounds, 5.9% hits;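 active = mean inhibition above about 93%, with at least 55% of replicates each passing it, limit read from the data, passing the limit was not always enough; inconclusive = only one of those two conditions holds; inactive = neither condition holds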
# Numbers without * were called inactive; ? = inconclusive; · = no result given; & = joins results of further samples.
# Sample of the layout (three entries):
SMILES,Pf Dd2 inh,C diff HTS,KDM4C inh,T cruzi growth
CCCN1CCC2(CC1)CN(Cc1ccccc1OC)[C@H](CO)c1c2c2ccc(OC)cc2n1C,-92*,9,3.9,·
O=S(=O)(c1ccccc1)N1[C@@H]2CNC[C@H]1C2c1ccc(-c2ccc(F)cc2)cc1 (some centres not stated),2,39,0.2,·
O=C(C[C@H]1C[C@@H]2c3cc(NC(=O)c4ccc5c(c4)OCO5)ccc3O[C@@H]2[C@H](CO)O1)NCc1cccc(F)c1,-57,2,-2.3,43

# The listing, repeating the preview:
SMILES,Pf Dd2 inh,C diff HTS,KDM4C inh,T cruzi growth
CCCN1CCC2(CC1)CN(Cc1ccccc1OC)[C@H](CO)c1c2c2ccc(OC)cc2n1C,-92*,9,3.9,·
O=S(=O)(c1ccccc1)N1[C@@H]2CNC[C@H]1C2c1ccc(-c2ccc(F)cc2)cc1 (some centres not stated),2,39,0.2,·
O=C(C[C@H]1C[C@@H]2c3cc(NC(=O)c4ccc5c(c4)OCO5)ccc3O[C@@H]2[C@H](CO)O1)NCc1cccc(F)c1,-57,2,-2.3,43
Cc1noc(C)c1NC(=O)Nc1ccc2c(c1)C(=O)N([C@@H](C)CO)C[C@@H](C)[C@@H](CN(C)S(=O)(=O)c1cccs1)OCCCC[C@@H](C)O2,-48,-1,0.7,-13
COCC(=O)Nc1ccc2c(c1)[C@@H]1C[C@H](CC(=O)N[C@H](C)c3ccccc3)O[C@@H](CO)[C@@H]1O2,11,-8,2.9,-2
C[C@@H]1CN([C@@H](C)CO)C(=O)c2cccc(NS(=O)(=O)c3ccc(F)cc3)c2O[C@H]1CN(C)Cc1ccc(C(=O)Nc2ccccc2N)cc1,-68,4,-1.5,·
COc1cccc(NC(=O)N(C)C[C@H]2Oc3ncc(C#Cc4ccc(F)cc4)cc3C(=O)N([C@@H](C)CO)C[C@@H]2C)c1,-46,-22,-3.6,121*
C[C@H](CO)N1C[C@H](C)[C@@H](CN(C)S(=O)(=O)c2cn(C)cn2)OCCCC[C@H](C)Oc2ccc(NC(=O)CCCN(C)C)cc2C1=O,74,-1,1.4,-17
CCCNC(=O)N(C)C[C@@H]1Oc2ncc(C#C[C@H](C)O)cc2C(=O)N([C@H](C)CO)C[C@@H]1C,18,0,0.9,10
COc1ccc(-c2ccc3c(c2)O[C@@H](CN(C)C(C)=O)[C@H](C)CN([C@H](C)CO)S3(=O)=O)cc1,3,3,-0.9,31
C[C@H]1CN([C@@H](C)CO)C(=O)c2cc(NC(=O)Nc3cccc4ccccc34)ccc2O[C@@H]1CN(C)Cc1ccc(C(=O)Nc2ccccc2N)cc1,-79,·,-1.3,50
C/C=C/c1ccc([C@H]2[C@H](CO)N(C(=O)c3cnccn3)C23CN(C(=O)CC)C3)cc1,-1,3,-1.8,·
C[C@H](CO)N1C[C@H](C)[C@@H](CN(C)Cc2ccc3c(c2)OCO3)Oc2ccc(NC(=O)Nc3ccc4c(c3)OCO4)cc2C1=O,-15,-4,-3.9,-1
CO[C@H]1CC[C@@H]2CCOc3ccc(C#N)cc3C(=O)N(C)C[C@@H](OC)[C@@H](C)C(=O)N(C)C[C@@H]1O2,·,0,0.3,0
COc1ccc2c3c(n(C)c2c1)[C@@H](CO)N(C(=O)Nc1ccc(F)cc1)CC31CN(S(=O)(=O)c2cccs2)C1,-26,-1,0.1,·
C[C@H]1CN([C@@H](C)CO)C(=O)c2cccc(NC(=O)Nc3cccc4ccccc34)c2O[C@H]1CN(C)Cc1ccc(Oc2ccccc2)cc1,-47,·,-3.7,72
C[C@H](CO)N1C[C@H](C)[C@H](CN(C)Cc2ccc(C(F)(F)F)cc2)Oc2c(cccc2N(C)C)C1=O,-4,10,0.2,71
CO[C@@H]1CN(C)C(=O)c2ccc(NC(=O)Nc3cc(F)ccc3F)cc2OC[C@@H](C)N(C(=O)c2ccccn2)C[C@H]1C,-67,·,-1.2,·
CCCC#Cc1ccc([C@H]2[C@H](CO)N3C(=O)CN(C(=O)Nc4ccc(F)cc4)C[C@@H]23)cc1,-17,-5,-1.4,·
C[C@@H]1CN([C@H](C)CO)C(=O)c2c(c3ccccc3n2C)-c2ccccc2CO[C@@H]1CN(C)S(=O)(=O)c1cccc(C#N)c1,-57,4,0.5,48
CC(C)NC(=O)Nc1cccc2c1O[C@@H](CN(C)C(=O)Nc1ccc3c(c1)OCO3)[C@@H](C)CN([C@H](C)CO)C2=O,-9,·,1.2,32
C[C@@H]1CN([C@@H](C)CO)C(=O)c2cc(C#CC3(O)CCCC3)cnc2O[C@@H]1CN(C)C(=O)C1CCC1,15,-2,-2.5,60
Cc1ccc(S(=O)(=O)N(C)C[C@H]2Oc3c(NS(=O)(=O)c4cn(C)cn4)cccc3C(=O)N([C@@H](C)CO)C[C@H]2C)cc1,-1,·,-3.0,20
O=C(Nc1ccc(-c2ccccc2)cc1)[C@H]1[C@H](CO)[C@H]2Cn3c(cccc3=O)[C@@H]1N2Cc1cccnc1,-1,0,0.0,-3
C[C@H](CO)N1C[C@H](C)[C@@H](CN(C)S(=O)(=O)c2ccc(Cl)cc2)Oc2ccc(NC(=O)Cc3cn(C)c4ccccc34)cc2CC1=O,-36,·,-0.9,18
# (listing goes on)
SMILES,Pf Dd2 inh,C diff HTS,KDM4C inh,T cruzi growth
C[C@H]1CN([C@@H](C)CO)C(=O)c2cc(C#CC3CCCCC3)cnc2O[C@H]1CN(C)Cc1cccnc1,-14,2,-0.2,·
O=C(C[C@H]1CC[C@H]2[C@@H](COC[C@@H](O)CN2C(=O)c2ccccc2F)O1)NCc1ccc(-c2ccccc2)cc1,-12,2&-2,-2.3,·
C[C@H](CO)N1C[C@H](C)[C@@H](CN(C)C(=O)c2ccncc2)OCCCC[C@H](C)Oc2ccc(NC(=O)CCC(F)(F)F)cc2C1=O,14,2,3.7,-1
CC(C)NC(=O)N(C)C[C@H]1Oc2c(NC(=O)Nc3ccc(F)cc3)cccc2C(=O)N([C@@H](C)CO)C[C@@H]1C,-1,-2,0.0,·
CCS(=O)(=O)Nc1ccc2c(c1)C(=O)N(C)C[C@H](OC)[C@H](C)CN(CC1CCCCC1)[C@@H](C)CO2,·,·,-0.8,-30
O=C(C[C@H]1C[C@@H]2c3cc(NC(=O)c4ccc5c(c4)OCO5)ccc3O[C@@H]2[C@H](CO)O1)NCc1ccccn1,19,3,-1.1,19
O=C(C[C@@H]1CC[C@@H]2[C@H](COC[C@H](O)CN2C(=O)c2ccccc2F)O1)NCc1ccc(F)cc1,7,·,-0.1,69
C[C@@H]1CN([C@@H](C)CO)S(=O)(=O)c2ccc(-c3cccc(F)c3)cc2O[C@H]1CN(C)C(=O)c1cccc(F)c1,-44,3,0.2,100*
CN1C(=O)c2cc(NC(=O)c3ccc(Cl)cc3)ccc2OC[C@@H]2O[C@@H](CC(=O)NCc3cccc(F)c3)CC[C@H]21,-27,16,-2.9,62
C[C@@H]1CN([C@@H](C)CO)C(=O)c2cc(NC(=O)CCC(F)(F)F)ccc2O[C@@H]1CN(C)S(=O)(=O)c1ccccc1,29,1,-1.6,30
CO[C@@H]1CN(C)C(=O)c2ccc(NC(=O)C3CCC3)cc2OC[C@H](C)N(Cc2cccnc2)C[C@H]1C,·,·,0.1,34
Cc1ccc(-c2cnc3c(c2)C(=O)N([C@@H](C)CO)C[C@@H](C)[C@H](CN(C)Cc2ccccc2F)O3)cc1,-20,5,·,111*
CC(C)[C@@H](C)NC(=O)N(C)C[C@H]1OCc2ccccc2-c2c(n(C)c3ccccc23)C(=O)N([C@H](C)CO)C[C@H]1C,-37,·,0.4,-33
CCCC(=O)Nc1ccc2c(c1)C(=O)N(C)C[C@@H](OC)[C@H](C)CN(CC1CCOCC1)[C@@H](C)CO2,·,·,1.5,0
CC(C)N(C[C@H]1N[C@H](CO)[C@H]1c1ccccc1)S(=O)(=O)c1ccccc1,-8,16,-2.5,1
C[C@@H]1CN([C@H](C)CO)C(=O)c2cc(-c3ccc(F)cc3)cnc2O[C@H]1CN(C)C(=O)Cc1ccccc1,5,1,-2.1,21
N#Cc1cccc(-c2ccc(C3[C@H]4CNC[C@@H]3N4Cc3cc(F)ccc3F)cc2)c1 (some centres not stated),-68&-25,24&30,1.8&0.1,·
O=C(C[C@H]1C[C@@H]2c3cc(NC(=O)Nc4ccccc4)ccc3O[C@@H]2[C@@H](CO)O1)NC1CCCCC1,-34,·,2.9,1
C[C@H](CO)N1C[C@H](C)[C@@H](CN(C)Cc2ccc(C(F)(F)F)cc2)Oc2ccc(NC(=O)Cc3ccccc3)cc2CC1=O,-20,7,-1.2,106*
Cc1noc(C)c1NC(=O)N(C)C[C@H]1OCCCC[C@H](C)Oc2ccc(NC(=O)Nc3cccc4ccccc34)cc2C(=O)N([C@H](C)CO)C[C@@H]1C,5,3,0.5,17
CC(C)CC#Cc1ccc2c(c1)O[C@@H](CN(C)C(=O)c1ccccn1)[C@H](C)CN([C@@H](C)CO)S2(=O)=O,-45,-7,-3.5,83
CCCC#Cc1cnc2c(c1)C(=O)N([C@@H](C)CO)C[C@H](C)[C@@H](CN(C)C(=O)c1cnccn1)O2,12,0,0.5,-85
COc1ccc2c3c(n(C)c2c1)[C@H](CO)N(Cc1cccc(Cl)c1)CC31CN(C(=O)C2CC2)C1,-1,8,0.9,·
C[C@@H]1CN([C@@H](C)CO)C(=O)CCCn2cc(nn2)CO[C@H]1CN(C)C(=O)Nc1ccc2c(c1)OCO2,21,13,·,13
C[C@@H]1CCCCO[C@H](CN(C)C(=O)Nc2ccccc2)[C@H](C)CN([C@H](C)CO)C(=O)c2cc(NC(=O)c3ccccc3)ccc2O1,-77,·,-1.7,66

# Entries of single compounds, quoted from the list:
# Results for C[C@H](CO)N1C[C@H](C)[C@@H](CN(C)Cc2ccc(C(F)(F)F)cc2)Oc2ccc(NC(=O)Cc3ccccc3)cc2CC1=O : Pf Dd2 inh = -20; C diff HTS = 7; KDM4C inh = -1.2; T cruzi growth = 106*
# Results for O=C(C[C@H]1C[C@@H]2c3cc(NC(=O)c4ccc5c(c4)OCO5)ccc3O[C@@H]2[C@H](CO)O1)NCc1ccccn1 : Pf Dd2 inh = 19; C diff HTS = 3; KDM4C inh = -1.1; T cruzi growth = 19

# Next section.
SMILES,Pf Dd2 inh,C diff HTS,KDM4C inh,T cruzi growth
C[C@H]1CN([C@@H](C)CO)C(=O)CCCn2cc(nn2)CO[C@@H]1CN(C)Cc1ccc2c(c1)OCO2,10,·,0.5,-12
COc1cccc(CNC(=O)C[C@@H]2CC[C@H](NC(C)=O)[C@H](CO)O2)c1,7,·,1.2,-33
O=C(c1ccccc1)N1CC(=O)N2[C@H](C1)[C@H](c1ccc(-c3ccccc3)cc1)[C@@H]2CO,-45,9,1.2,·
C[C@H](CO)N1C[C@H](C)[C@H](CN(C)S(=O)(=O)c2ccc(-n3cccn3)cc2)OCc2cnnn2CCCC1=O,-23,·,·,4
COc1ccc(NC(=O)N2C[C@H]3[C@@H](c4ccccc42)[C@H](CO)N3C(=O)C2CCCCC2)cc1,7,4,2.5,71
COc1cccc(C#Cc2cnc3c(c2)C(=O)N([C@H](C)CO)C[C@H](C)[C@@H](CN(C)C)O3)c1,-62,12,-2.3,47
COc1cccc(-c2ccc([C@@H]3[C@@H](CO)N4C(=O)CN(C(=O)c5ccncc5)C[C@@H]34)cc2)c1,-19,-4,1.2,·
C[C@@H]1CCCCO[C@@H](CN(C)S(C)(=O)=O)[C@@H](C)CN([C@H](C)CO)C(=O)c2cc(NS(=O)(=O)c3ccc(F)cc3)ccc2O1,0,-4,-1.7,-13
CCCNC(=O)N1[C@H](CNC(C)=O)[C@H](c2ccc(-c3ccccc3)cc2)[C@@H]1CO,-7,-14,0.0,25
CC=Cc1ccc2n(c1=O)C[C@@H]1[C@@H](CO)[C@H](C(=O)NCC)[C@H]2N1Cc1cccc(Cl)c1 (mixture of isomers),·,7,-0.6,66
O=C(C1CC1)N1CCCCN2[C@H](CO)[C@H](c3ccc(-c4cccc(F)c4)cc3)[C@@H]2C1,13,-28,0.3,?
CCC(=O)N1CCCCN2[C@@H](CO)[C@H](c3ccc(C#CCOC)cc3)[C@@H]2C1,2,-1,0.3,82
Cc1noc(C)c1NC(=O)N1C[C@H](O)COC[C@H]2O[C@@H](CC(=O)NCC3CC3)CC[C@@H]21,·,-5&-5,-0.3,4
COc1ccc(S(=O)(=O)N(C)C[C@@H]2OCCCC[C@@H](C)Oc3ccc(NC(=O)c4ccccc4)cc3C(=O)N([C@@H](C)CO)C[C@@H]2C)cc1,-79,32,-1.6,85
CO[C@H]1CN(C)C(=O)c2ccc(NC(=O)C3CCC3)cc2OC[C@H](C)N(Cc2ccc(F)cc2)C[C@@H]1C,·,·,0.4,65
COc1cccc(NC(=O)N2[C@@H](CO)[C@H](c3ccccc3)[C@@H]2CNC(C)C)c1,-69,-2,1.9,102*
